NTR1 ag = agonists of NTR1, primary screen, imaging, U2OS cells, beta-arrestin-GFP, high content (AID 493036). P30989. NTR1-U2OS beta-arrestin-GFP spot imaging, agonist mode. activation, % at 20 µM. 0.17% of 330,000 active;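 active = activation at or above 40% of the spot to cytoplasm intensity ratio, with at least 20 cells analyzed; inconclusive = wells under 20 cells, flagged as cytotoxic or low count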;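 also: 0% = DMSO without peptide and 100% = 100 nM NTR1 peptide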
Target sequence (P30989 whole entry, looked up): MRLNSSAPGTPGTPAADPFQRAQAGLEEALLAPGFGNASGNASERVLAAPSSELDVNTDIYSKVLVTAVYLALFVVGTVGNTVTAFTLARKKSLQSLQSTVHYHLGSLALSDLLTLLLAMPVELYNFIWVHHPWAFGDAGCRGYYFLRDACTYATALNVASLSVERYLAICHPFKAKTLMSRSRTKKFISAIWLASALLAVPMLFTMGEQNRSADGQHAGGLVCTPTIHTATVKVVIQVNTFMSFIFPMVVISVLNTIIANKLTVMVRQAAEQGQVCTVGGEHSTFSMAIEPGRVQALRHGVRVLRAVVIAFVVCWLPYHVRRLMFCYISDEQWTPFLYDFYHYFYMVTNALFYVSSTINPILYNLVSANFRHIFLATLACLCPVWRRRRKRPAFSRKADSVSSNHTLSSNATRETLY
Salmonella PhoP GFP = inhibitors of PhoP regulon expression, primary screen, Salmonella Typhimurium, GFP reporter (AID 1863). S. Typhimurium PhoP-regulated promoter GFP reporter, 4 h; higher % means a stronger effect. inhibition, % at 50 µM; hits with a dose series show IC50 in µM. 0.16% of 300,000 active;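 active = inhibition over 29.93%, a cutoff 3 SD above the screen mean, later confirmed by dose response; inconclusive = inhibition over 29.93% but no dose response follow-up; inactive = inhibition at most 29.93% or unconfirmed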;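 also: 0% = low Mg2+ inducing control and 100% = high Mg2+ repressing control; strong numbers were not always called active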
KOR beta-arrestin-1 = KOR agonists, beta-arrestin recruitment, primary screen, cell-based, luminescence, uHTS (AID 1777). activation, % at 10 µM; hits with a dose series show EC50 in µM. 0.02% of 280,000 active. KOR beta-arrestin recruitment, luminescence; higher % means a stronger effect; in the data active = activation above about 50%, passing the limit was not always enough; also: a part of the inactive calls stands beside numbers as strong as those of hits
West Nile virus CPE = inhibition of WNV-induced cytopathic effect – cell-based, CPE readout (AID 1621) | CPE inhibition, % at 10 µM, or IC50 in µM where a hit was titrated | West Nile virus-infected cells, CPE inhibition; higher % means a stronger effect | 0.02% of 290,000 active; in the data active = a potency from the dose series; inconclusive = CPE inhibition mostly from about 3.7% at the one dose, without a potency; inactive = the rest, 99 in 100 with CPE inhibition below about 2.2%; also: strong numbers were not always called active
KOR beta-arrestin-2 = kappa opioid receptor blockers – cell-based, luminescence, uHTS (AID 1778) | KOR beta-arrestin recruitment, luminescence, antagonist mode; higher % means a stronger effect | inhibition, % at 10 µM; hits with a dose series show IC50 in µM | 0.091% of 290,000 active; in the data active = inhibition above about 50%; also: strong numbers were not always called active
GPR55 LPI antagonism = inhibition of LPI-stimulated GPR55 beta-arrestin translocation – imaging, U2OS, beta-arrestin-GFP, LPI agonist, primary screen (AID 2013) | inhibition, % at 10 µM; hits with a dose series show IC50 in µM | 0.13% of 290,000 active | U2OS GPR55 beta-arrestin-GFP translocation imaging, LPI antagonism; higher % means a stronger effect;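 active = spots per cell inhibited over 60%, with over 100 cells counted and total cytoplasm intensity under 500,000; inconclusive = wells with under 100 cells, flagged as likely toxic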;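 also: U2OS cells stably carrying GPR55 and arrestin-GFP stimulated by 5 µM LPI near EC80; imaged beta-arrestin-GFP aggregate spots per cell after agonist stimulation; plate controls were LPI-stimulated DMSO wells for no effect and DMSO wells without LPI for full effect; some results filed as inactive read as strong as hits; confirmed hits need IC50 under 10 µM and bright autofluorescent wells are also inconclusive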
T cell modulator = T cell immune modulation candidate. 0.068% of 330,000 active. calls only at 7 µM. 2C CD8+ T cell-vesicle binding, flow cytometry; stronger effect = lower value;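 active = response, share of CD8 T cells binding vesicles, and their 90th percentile fluorescence all below set limits, cut at about 80% in these data, passing the limit was not always enough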
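Assay system: 2C TCR transgenic mouse naive CD8+ T cells, MACS-purified | Read-out: CD8+ gate FL2 mean fluorescence as % of same-row positive control | Signal: High-throughput flow cytometry with anti-B7-1 and anti-CD8 staining | Timing: Binding step 1.5 h, 37 °C, antibody labelling 20 min, ice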
GPR35 arrestin U2OS = GPR35 antagonists blocking zaprinast-driven arrestin recruitment, primary screen, imaging, U2OS, beta-arrestin-GFP, zaprinast agonist (AID 2058); U2OS GPR35 beta-arrestin-GFP translocation imaging, zaprinast antagonism; higher % means a stronger effect; one-dose inhibition, % at 10 µM; IC50 in µM for titrated hits; 0.052% of 290,000 active;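 active = inhibition of at least 50% with at least 30 cells and total cytoplasm GFP at most 10,000,000; inconclusive = under 30 cells or total GFP of 10,000,000 plus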
GPR55 beta-arrestin = selective activators of receptor GPR55 – imaging, U2OS cells, beta-arrestin-GFP redistribution, primary screen (AID 1961). U2OS GPR55 beta-arrestin-GFP redistribution imaging; higher % means a stronger effect. 0.048% of 290,000 active. activation, % at 10 µM; hits with a dose series show EC50 in µM;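 active = activation above 40% with more than 50 cells counted in the well; inconclusive = wells holding fewer than 50 cells, flagged as toxic or sparse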;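 also: U2OS osteosarcoma cells stably expressing GPR55 and beta-arrestin-GFP; plate controls were DMSO negative control for no effect and LPI positive control for full effect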
T cell modulator vesicle-bound % = further read-out of T cell modulator, marked with its call; double positive events, %; measured here: CD8+ vesicle-bound cell fraction;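 binding gate set so that unloaded-vesicle control wells show 10% double positive cells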
NTR1 ag cell count 20 µM = second read-out of NTR1 ag, no call of its own (marks repeat the call); cell count; measured here: cell count, cytotoxicity flag
Starred values were filed as active, the others as inactive; i = inactive; ? = inconclusive; / = not tested or not shown; [ ] = dose if it differs, or a comment.

SMILES	NTR1 ag	NTR1 ag cell count 20 µM	Salmonella PhoP GFP	KOR beta-arrestin-1	West Nile virus CPE	KOR beta-arrestin-2	GPR55 LPI antagonism	T cell modulator	T cell modulator vesicle-bound %	GPR35 arrestin U2OS	GPR55 beta-arrestin
O=C(CN1CCN(C(c2ccccc2)c2ccccc2)CC1)N1N=CCC1c1ccccc1 (centres undefined)	1.7	43	-10%	2.8%	-0.6%	2%	11%	i	50	10%	-0.1%
Cc1cc(C)cc(NC(=O)Nc2cccc(S(N)(=O)=O)c2)c1	-0.1	39	-10%	-3.8%	-0.6%	8%	4%	i	39	0%	-0.4%
CC(C)CC(CO)N1CCN(C(=O)c2ccc(C(C)(C)C)cc2)CCC1=O (centres undefined)	-1.5	104	1%	4.4%	-0.6%	-51%	-4%	i	58	-9%	0.1%
CCCCOc1ccc(C(=O)N2CCNC(=O)C2)cc1	-0.7	40	-2%	2.1%	0.8%	-14%	-6%	i	22	9%	-0.1%
COc1ccc(C(=O)Nc2ccc3[nH]c(-c4cccc(OC)c4)cc(=O)c3c2)cc1	-0.6	87	-3%	2.5%	-0.6%	-40%	-7%	i	23	-14%	-0.1%
CC1Cc2nc(SCC(=O)c3ccccc3)n(Cc3ccccc3)c(=O)c2S1 (centres undefined)	-0.8	93	4%	-2.7%	1.2%	13%	14%	i	36	-8%	1.0%
COc1ccc(/C=N/NC(=O)c2nc(-c3ccccc3)n(-c3ccccc3)n2)c(O)c1	1.0	46	12%	-4.8%	?	2%	2%	i	43	15%	-0.2%
Cc1ccc(C(=O)N2CCN(c3ccccn3)CC2)cc1Cl	1.4	69	-4%	2.9%	-0.1%	-3%	5%	i	66	9%	-0.2%
CCc1cccc(C)c1NS(=O)(=O)c1c(C)nc2sccn2c1=O	-1.0	60	/	-5.2%	-0.4%	-12%[20 µM]	-3%	i	26	-7%	-0.1%
COc1ccc(S(=O)(=O)N2CCN(S(=O)(=O)c3ccc4c(c3)OCCO4)CC2)cc1C	-1.6	59	-5%	8.3%	/	8%	3%	/	/	11%	0.2%
COc1ccc(C(=O)NCCCCCC(=O)O)cc1OC	-0.6	74	-1%	4.9%	0.6%	11%	15%	i	34	-3%	-0.2%
Cc1[nH]c2ccccc2c1/C=C/c1nc2ccccc2c(=O)[nH]1	17	74	-7%	2.5%	0.0%	-58%	1%	i	33	-12%	-0.1%
COc1ccc(N(CC(=O)NCc2ccco2)S(=O)(=O)c2ccccc2)cc1	0.6	40	-6%	-2.4%	-1.1%	14%	8%	i	26	1%	-0.3%
CCn1c(COc2ccccc2)nnc1SCC(=O)CC(=O)Nc1ccccc1OC	0.1	106	-4%	-1.6%	-0.4%	23%	-4%	i	30	2%	0.1%
COc1ccc(-c2csc(-c3ccc(O)cc3)n2)cc1	12	60	-2%	-4.3%	0.9%	-6%	-11%	i	38	2%	-0.3%
O=C(OCCN1CCCCC1)c1ccc(O)cc1	0.6	68	-1%	3.3%	0.0%	7%	5%	i	17	7%	0.3%
COc1c(O)ccc(/C=N\NC(=O)c2ccc3c(c2)OCO3)c1[N+](=O)[O-]	1.2	61	9%	1.8%	-0.3%	-29%[20 µM]	4%	i	57	1%	0.0%
CSCC[C@H](NS(=O)(=O)c1ccc(C)cc1)C(=O)N1CCC(C(=O)N[C@@H](Cc2ccccc2)C(=O)O)CC1	-2.0	96	/	-2.8%	-0.5%	-59%[20 µM]	-10%	i	17	-1%	0.4%
COc1ccccc1-c1n[nH]c(=S)n1Cc1ccccc1	0.3	66	2%	-4.3%	-0.3%	-23%[20 µM]	5%	i	64	-9%	0.3%
CCOc1ccc(C2C(C(=O)OC)=C(C)N=C3SCCC(=O)N32)cc1OCC (centres undefined)	-0.4	54	-4%	-6.9%	-0.3%	28%	4%	i	38	10%	-0.2%
COC(=O)c1ccc([C@H]2CC(=O)O2)cc1	0.3	74	0%	-4.6%	-0.5%	-29%[20 µM]	2%	i	28	-6%	0.9%
Cc1cc(C)n(C(C)CC(=O)N2CCc3ccccc32)n1 (centres undefined)	-0.7	64	2%	2.5%	0.1%	-34%	4%	i	8	-28%	0.1%
CCCCNC(=O)c1cn(-c2ccc(OCC)cc2)c(=O)c2cc(OC)c(OC)cc12	0.4	88	-4%	6.8%	1.6%	-64%	-8%	i	25	-5%	-0.2%
CC1=C(C(N)=O)C(c2ccc(Cl)cc2)NC(=O)N1 (centres undefined)	-1.6	93	8%	/	0.6%	/	/	i	52	/	/
O=C1CCN(Cc2cccnc2)CCN1[C@H](CO)c1ccccc1	0.5	75	-1%	-2.4%	-0.6%	-31%[20 µM]	-2%	i	18	10%	-0.2%
CN(C)c1ccc(C(C(=O)NC2CCCC2)N(Cc2cccnc2)C(=O)c2snc(C(N)=O)c2N)cc1 (centres undefined)	2.9	47	7%	-1.9%	0.1%	2%	3%	i	30	5%	0.2%
Cc1nc(CN(C)C(=O)C2CCC(=O)N(CCc3cccc(F)c3)C2)cs1 (centres undefined)	0.0	54	-6%	-1.5%	-0.4%	17%	11%	i	35	3%	0.6%
CCCCn1c(SCC(=O)Nc2cc(C)[nH]n2)nc2ccsc2c1=O	1.8	44	-4%	-3.6%	-0.4%	25%	15%	i	30	4%	-0.1%
COc1ccc(C2NC(=S)NC3=C2CCCC3=C2SCCS2)cc1 (centres undefined)	6.4	30	6%	0.3%	2.5%	-2%	-7%	i	62	0%	0.2%
CCCC(C)C(=O)Nc1ccc(S(=O)(=O)N2CCCC2)cc1 (centres undefined)	0.4	55	-5%	0.3%	-0.2%	-30%[20 µM]	-2%	i	56	-14%	0.2%
CCOc1cccc(C(=O)Nc2cccc(NC(=O)c3ccco3)c2)c1	-0.1	56	-3%	0.5%	-0.9%	-18%	-7%	i	42	-10%	-0.4%
O=C(NCc1ccc(Cl)cc1)C1CCN(S(=O)(=O)c2ccc(F)cc2)CC1	0.7	47	5%	-1.1%	-0.6%	-7%[20 µM]	13%	i	26	2%	-0.1%
COc1ccc(C(=O)NCC2(c3ccccc3)CCOCC2)cc1	-0.3	51	-6%	1.7%	0.2%	-76%	-9%	i	35	-9%	-0.3%
Cc1sc2ncn(-c3ccccc3)c(=O)c2c1C	3.8	69	-11%	-8.2%	-0.9%	0%[20 µM]	2%	i	38	20%	0.0%
CC(=O)Cn1cnc2sc(-c3ccccc3)cc2c1=O	3.9	60	30%	0.3%	1.1%	44%	-8%	i	50	-6%	-0.1%
CCNC(=S)N1CCN=C1Nc1nc(C)cc(C)n1	0.6	55	-3%	-4.1%	-0.2%	-17%	-3%	i	66	-12%	0.2%
COc1ccc(OC)c(C2CC(=O)N3CN(c4ccc(C)c(Cl)c4)CSC3=C2C#N)c1 (centres undefined)	5.1	67	-1%	-4.6%	0.1%	9%	-15%	i	30	-10%	-0.2%
COCC(=O)Nc1cccc(C(F)(F)F)c1	6.5	91	14%	0.5%	-0.5%	-33%	9%	i	31	3%	0.2%
COc1ccc(C(=O)CSc2nc(C)cc(C)n2)cc1[N+](=O)[O-]	-0.1	51	6%	1.8%	1.4%	2%	19%	i	39	-10%	0.1%
Cc1ccc(S(=O)(=O)n2nc(C)cc2C)cc1	-1.5	74	-1%	-2.4%	0.5%	-16%	0%	i	22	-6%	0.3%

A different layout for some results above.
Values run as follows: NTR1 ag	NTR1 ag cell count 20 µM	Salmonella PhoP GFP	KOR beta-arrestin-1	West Nile virus CPE	KOR beta-arrestin-2	GPR55 LPI antagonism	T cell modulator	T cell modulator vesicle-bound %	GPR35 arrestin U2OS	GPR55 beta-arrestin
O=C(NCc1ccc(Cl)cc1)C1CCN(S(=O)(=O)c2ccc(F)cc2)CC1
 : 0.7	47	5%	-1.1%	-0.6%	-7%[20 µM]	13%	i	26	2%	-0.1%
COc1ccc(C(=O)NCC2(c3ccccc3)CCOCC2)cc1
 : -0.3	51	-6%	1.7%	0.2%	-76%	-9%	i	35	-9%	-0.3%
Cc1sc2ncn(-c3ccccc3)c(=O)c2c1C
 : 3.8	69	-11%	-8.2%	-0.9%	0%[20 µM]	2%	i	38	20%	0.0%
CC(=O)Cn1cnc2sc(-c3ccccc3)cc2c1=O
 : 3.9	60	30%	0.3%	1.1%	44%	-8%	i	50	-6%	-0.1%
CCNC(=S)N1CCN=C1Nc1nc(C)cc(C)n1
 : 0.6	55	-3%	-4.1%	-0.2%	-17%	-3%	i	66	-12%	0.2%
COc1ccc(OC)c(C2CC(=O)N3CN(c4ccc(C)c(Cl)c4)CSC3=C2C#N)c1 (centres undefined)
 : 5.1	67	-1%	-4.6%	0.1%	9%	-15%	i	30	-10%	-0.2%
COCC(=O)Nc1cccc(C(F)(F)F)c1
 : 6.5	91	14%	0.5%	-0.5%	-33%	9%	i	31	3%	0.2%
COc1ccc(C(=O)CSc2nc(C)cc(C)n2)cc1[N+](=O)[O-]
 : -0.1	51	6%	1.8%	1.4%	2%	19%	i	39	-10%	0.1%
Cc1ccc(S(=O)(=O)n2nc(C)cc2C)cc1
 : -1.5	74	-1%	-2.4%	0.5%	-16%	0%	i	22	-6%	0.3%

Screening results from PubChem BioAssay.
